Screens as filed in PubChem.
Shiga toxin inh: blocks Shiga toxin action in Vero cells; Vero cells, Shiga toxin protein synthesis inhibition reporter; inhibition, % at 38.7 µM; 9.2% of 290,000 active; in the data active = inhibition mostly above about 28%, no sharp cut-off; inactive = mostly below about 43%; note: 0% is about no effect
AMA1 RON2 block: AMA1-RON2 (P. falciparum) interaction inhibition; AlphaScreen AMA1-biotinylated RON2 peptide binding; Potency, µM (doses to about 58.2 µM), without a hit: at the highest dose activity change, negative = inhibition, usual class: inhibitors; 0.2% of 360,000 active;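 note: potency is the fitted concentration of half-maximal effect; 0% = vehicle wells and -100% = peptide control; nearly all actives have a fitted effect of over 45% in size; some results filed as inactive show a strong effect at the top dose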
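AMA1 (3D7) with his tag at 25 nM final met compounds first, then biotinylated RON2 peptide at 25 nM; detection used donor plus acceptor beads, 10 µg/mL apiece, read by AlphaScreen after 30 min at room temperature.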
AmpC inh no detg: blocks E. coli AmpC beta-lactamase in detergent-free assay. P00811. AmpC nitrocefin hydrolysis, absorbance 480 nm, 0.0001% Triton. Potency, µM (series often up to 57.1 µM), for the others: at the top dose activity change, negative = inhibition, most hits filed as inhibitors. 0.52% of 330,000 active;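 note: potency is the fitted concentration of half-maximal effect; plate controls were no compound for no effect and no enzyme for full effect; nearly all actives have a fitted effect of over 20% in size; some results filed as inactive show a strong effect at the top dose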
Target sequence (P00811 whole entry, looked up): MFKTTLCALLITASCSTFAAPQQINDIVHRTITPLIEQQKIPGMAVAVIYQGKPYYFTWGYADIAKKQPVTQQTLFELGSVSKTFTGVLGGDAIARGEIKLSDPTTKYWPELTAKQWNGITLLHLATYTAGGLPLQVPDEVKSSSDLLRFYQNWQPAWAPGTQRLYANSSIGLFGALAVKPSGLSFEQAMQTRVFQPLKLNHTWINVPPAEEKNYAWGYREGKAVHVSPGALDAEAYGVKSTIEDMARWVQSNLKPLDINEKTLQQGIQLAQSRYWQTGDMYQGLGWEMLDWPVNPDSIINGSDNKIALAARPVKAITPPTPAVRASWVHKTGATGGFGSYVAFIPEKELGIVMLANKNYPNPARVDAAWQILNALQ
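20 mM phosphate pH 7.0 + 0.01% (detergent screen) or 0.0001% Triton X-100; 5.3 nM AmpC reagent; cpd preinc 15 min RT; nitrocefin (800 uM stock) to start; A480 q20 s × 4 min; Activity was normalised to no-enzyme and no-compound control wells.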
Giardia FBPA inh: inhibitors of Giardia lamblia fructose-1,6-bisphosphate aldolase; A8B2U2; purified Giardia FBPA; Potency, µM (doses to about 59.6 µM), for inactives: top-dose activity, negative = inhibition, most hits filed as inhibitors; 0.71% of 290,000 active; note: potency is the fitted concentration of half-maximal effect; % is set by controls: 0 for no effect and ±100 for the full control effect; nearly all actives have a fitted effect of over 55% in size
Target sequence (A8B2U2 whole entry, looked up): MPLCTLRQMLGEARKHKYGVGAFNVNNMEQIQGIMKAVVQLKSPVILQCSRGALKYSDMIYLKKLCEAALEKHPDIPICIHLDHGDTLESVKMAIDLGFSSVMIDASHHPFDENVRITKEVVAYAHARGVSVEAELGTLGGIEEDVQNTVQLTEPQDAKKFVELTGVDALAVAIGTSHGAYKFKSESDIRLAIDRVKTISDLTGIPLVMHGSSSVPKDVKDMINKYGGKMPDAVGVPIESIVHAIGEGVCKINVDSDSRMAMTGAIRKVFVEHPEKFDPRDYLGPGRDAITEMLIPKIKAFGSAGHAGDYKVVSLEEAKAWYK
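40 nM FBPA preincubated 10 min at RT with compound (up to 57.5 uM final), then substrate plus GAPDH/TPI/NAD/arsenate coupling and diaphorase/resazurin added. Fluorescence read after 20 min at RT, 525/598 nm.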
HCMV inh: human cytomegalovirus inhibition; HFF cells, HCMV-luciferase reporter, 72 h; hits give low values; activity change, negative = inhibition, % at 57.5 µM; 4.5% of 410,000 active; AID 1259415; in the data active = activity change below about -60%; inconclusive = no clear call, values can overlap the other calls; inactive = above about -39%; note: % is set by controls: 0 for no effect and ±100 for the full control effect
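Cell-based, HFFs, 1000 cells/well, 16 h 37C; cpds in DMSO + HCMV-luc, MOI 1 PFU/cell; 72 h 37C; OneGlo luminescence after 5 min RT; norm. to buffer vs Salinomycin 10uM.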
AmpC inh detg: AmpC beta-lactamase inhibition with detergent present. AID 485294. AmpC hydrolysis of nitrocefin, absorbance 480 nm, 0.01% Triton. Potency, µM (doses to about 114 µM), for the others: at the highest dose activity change, negative = inhibition, most hits filed as inhibitors. P00811. 0.041% of 370,000 active;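 note: potency is the fitted concentration of half-maximal effect; 0% = no-compound wells and -100% = no-enzyme wells; nearly all actives have a fitted effect of over 25% in size; some results filed as inactive show a strong effect at the top dose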
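AmpC (5.3 nM in the dispensed reagent) in 20 mM phosphate pH 7.0 with 0.01% (detergent screen) or 0.0001% Triton X-100 was preincubated with compounds for 15 min at room temperature. Nitrocefin was then added from an 800 uM solution, and hydrolysis was followed at 480 nm.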
CHX counter: affects cycloheximide protein synthesis inhibition readout, counter-screen | cell reporter, cycloheximide protein synthesis inhibition counterscreen | max response, % | 12% of 300,000 active; in the data active = max response mostly above about 13%, no sharp cut-off; inactive = mostly below about 14%; note: read at 38.3 µM for the half of the compounds with a filed dose; 0% is about no effect
* hit, by the source's call; u = inconclusive; x = no result given; [ ] = dose if it differs, or a comment. Unless noted, calls come from the whole dose curve; as a rule, active = well fitted curve in the direction sought with a large enough effect; inconclusive = small, poorly fitted or top-dose-only effect, or another doubt; inactive = no such curve, though single readings can be large; an effect the other way counts as inactive or inconclusive.

cpd | canonical_smiles | Shiga toxin inh | AMA1 RON2 block | AmpC inh no detg | Giardia FBPA inh
1 | CCOC(=O)C1CCN(C(=O)COc2ccc(S(=O)(=O)N3CCCC3)cc2C)CC1 | -11 | -3% | 54% | 3%
2 | Cc1cc(SCC(=O)c2ccc(O)c(O)c2)n2nc(C)c(-c3ccccc3)c2n1 | 19 | 80%[activator] | 6.3µM* | -22%
3 | COc1ccc2nc(N3CCC(O)CC3)c(C#N)cc2c1 | 92 | 27% | -2% | u
4 | COc1ccccc1N1CCN(C(=O)CN2C(=O)C3CCCCC3C2=O)CC1 (stereo not given) | 77* | -3% | 12% | -4%
5 | COc1ccccc1CN(C)C(=O)CSCC(=O)Nc1ccccc1F | x | -6% | -3% | x
6 | O=S(Cc1ccc(Br)cc1)Cc1nnc(SCc2c(F)cccc2Cl)n1-c1ccccc1 (stereo not given) | 1 | -8% | 70%[activator] | -5%
7 | Cc1ccc(OCCCCN2CCC(C)CC2)cc1 | 22 | -4% | -2% | u
8 | O=C1c2ccccc2C(=O)N1CC(=O)N1c2ccccc2CCc2ccccc21 | -14 | -11% | 10% | 6%
9 | COc1ccc(-c2nc3scc(-c4ccc(OC)c(OC)c4)c3c(=O)o2)cc1 | 2 | -6% | -10% | 10%
10 | O=C(NCc1ccc(Cl)cc1)C(=O)NCC1OCCN1C(=O)c1cccs1 (stereo not given) | -14 | 4% | -3% | -1%
11 | Cc1cc(=O)[nH]c(Nc2cccc(F)c2)n1 | x | 16% | -18% | 0%
12 | Cc1ccc(NC(=O)C2CCN(S(=O)(=O)c3ccc4ccccc4c3)CC2)nc1 | x | 0% | -28% | x

cpd | HCMV inh | AmpC inh detg | CHX counter
1 | -16 | -5% | -1
2 | -30 | 4% | -1
3 | 41 | -21% | 36*
4 | 8 | 8% | 28*
5 | -29 | x | x
6 | u | u | -4
7 | x | 4% | 6
8 | 33 | 0% | 2
9 | x | u | -3
10 | -29 | -17% | -1
11 | 8 | -21% | -2
12 | -29 | -16% | x

Additional structures follow:
cpd | canonical_smiles | Shiga toxin inh | AMA1 RON2 block | AmpC inh no detg | Giardia FBPA inh
13 | Cc1ccc(C(=O)COC(=O)CNC(=O)CNC(=O)c2ccc(C)cc2)cc1 | 8 | 17% | -8% | 0%
14 | O=C(NC(=S)NCc1cccnc1)c1cc(Br)ccc1Cl | 17 | 105%[activator] | -25% | x
15 | CN(C)S(=O)(=O)N1CCC(Oc2cccc(C(=O)NC3CCCCC3)c2)CC1 | 24 | 7% | 26% | x
16 | CC(C)(C)N(Cc1cc2ccccc2[nH]c1=O)C(=O)c1ccco1 | -11 | 9% | -2% | 7%
17 | COC(=O)C1=C2SC(C)C(=O)N2C(N)=C(C#N)C1c1ccc(OC)c(OC)c1 (stereo not given) | -15 | 8% | 61%[activator] | u
18 | CCN(CC)N=O | x | 8% | -7% | x
19 | Cc1ccc(C2=NS(=O)(=O)N(C)C(C(=O)NCc3ccc4c(c3)OCO4)=C2)cc1 | -1 | -7% | -51% | -9%
20 | Oc1ccc(Cl)cc1-c1cc(-c2ccco2)[nH]n1 | 57* | 15% | -37% | -19%
21 | CCC(=O)NC(=S)Nc1cccc(NC(=O)c2ccccc2Cl)c1 | -21 | 40%[activator] | -30% | -2%
22 | Cc1ccc(-n2c(N)c(C(=O)Nc3ccccc3F)sc2=S)cc1C | 42 | -1% | -16% | u
23 | O=C1OCCC1Sc1nnc(-c2ccc3c(c2)OCO3)o1 (stereo not given) | -16 | -4% | -5%[11.4 µM] | 3%
24 | C=CCn1c(COc2ccccc2)nnc1SCC(=O)N/N=C/c1cc(Cl)ccc1O | -10 | 19% | x | 14%

cpd | HCMV inh | AmpC inh detg | CHX counter
13 | -2 | 10% | -2
14 | 3 | -9% | -1
15 | u | 2% | 28
16 | -27 | -5% | -2
17 | -7 | u | 5
18 | 5 | -1% | x
19 | 8 | -6% | -5
20 | -6 | -8% | 30*
21 | -25 | 1% | -1
22 | u | u | 9
23 | -9 | -14% | 1
24 | 34 | -11% | -1

An excerpt from above, showing only AMA1 RON2 block.
cpd | molecule | AMA1 RON2 block
15 | CN(C)S(=O)(=O)N1CCC(Oc2cccc(C(=O)NC3CCCCC3)c2)CC1 | 7%
16 | CC(C)(C)N(Cc1cc2ccccc2[nH]c1=O)C(=O)c1ccco1 | 9%
17 | COC(=O)C1=C2SC(C)C(=O)N2C(N)=C(C#N)C1c1ccc(OC)c(OC)c1 (stereo not given) | 8%
18 | CCN(CC)N=O | 8%
19 | Cc1ccc(C2=NS(=O)(=O)N(C)C(C(=O)NCc3ccc4c(c3)OCO4)=C2)cc1 | -7%

Further compounds
cpd | canonical_smiles | Shiga toxin inh | AMA1 RON2 block | AmpC inh no detg | Giardia FBPA inh
25 | CC(NC(=O)c1ccc(Br)s1)C1CCCO1 (stereo not given) | 27 | 2% | 0% | 6%
26 | CCN1CCN(c2cc(C(C)C)nc3c(-c4ccccc4)c(C)nn23)CC1 | -6 | u | 142%[activator] | -4%
27 | COc1ccc(C(CC(=O)O)NC(=O)c2ccccc2[N+](=O)[O-])cc1 (stereo not given) | 7 | -5% | -13% | 7%
28 | O=C(CC1CC2CCC1C2)N1CCN(S(=O)(=O)c2ccccc2C(F)(F)F)CC1 (stereo not given) | x | -4% | 52% | x
29 | CCOc1ccc(-c2nnn(CC(=O)N3CCN(c4ccc(F)cc4)CC3)n2)cc1OCC | -5 | -20% | -21% | 7%
30 | CCN=C1SC(C(=O)Nc2cccc(OCC)c2)CC(=O)N1CC (stereo not given) | -9 | 1% | 22% | 3%
31 | Cc1cc(=O)[nH]c2n[nH]c(-c3ccccc3)c12 | 37 | 5% | -28% | -2%
32 | COc1cc(C(=O)Nc2c(C)cc(C)cc2C)c(-n2cnnn2)cc1OC | -18 | -3% | -14% | 1%
33 | Cc1cc(OCC(=O)O)c2ccccc2n1 | -5 | u | -14% | 5%
34 | O=C(COC(=O)c1c(F)cccc1F)Nc1ccc2c(c1)OCO2 | x | -7% | -17% | x
35 | CN1CCN(CCCNC(=O)c2ccc(/C=C3/Sc4ccccc4N(Cc4cccc(Cl)c4)C3=O)cc2)CC1 | -27 | -18% | 167%[activator] | 6%
36 | O=C(CCCNS(=O)(=O)c1ccc(Cl)c(Cl)c1)NCCc1ccccn1 | -14 | 9% | 26% | -4%

cpd | HCMV inh | AmpC inh detg | CHX counter
25 | -9 | 2% | 10
26 | -93* | -9% | 0
27 | u | -4% | 0
28 | 0 | -2% | x
29 | 19 | -10% | 1
30 | 13 | u | -4
31 | 64 | u | 15*
32 | 14 | -12% | -6
33 | -29 | u | -4
34 | -13 | -21% | x
35 | u | 11% | -9
36 | -33 | 2% | -1

(further entries)
cpd | canonical_smiles | Shiga toxin inh | AMA1 RON2 block | AmpC inh no detg | Giardia FBPA inh
37 | COc1cc(S(=O)(=O)N2CCC(N3CCCCC3)CC2)ccc1-n1cnnn1 | -13 | -4% | -11% | -3%
38 | COc1ccc(NS(=O)(=O)c2ccc(O)c(C(=O)OCC(=O)Nc3ccc4c(c3)OCCO4)c2)cc1 | 35 | 6%[11.6 µM] | -53% | 6%
39 | CCOc1ccc(C2C([N+](=O)[O-])=C(C)N(C)C(=O)N2C)cc1OC (stereo not given) | -12 | 9% | 22% | 0%
40 | CC(C)OC(=O)CSc1nnc(CNc2cccc(Cl)c2)n1C | 16 | 6% | -31% | 3%
41 | CC(C)C[C@H](NC(=O)[C@H](CO)NC(=O)[C@@H]1CCCN1C(=O)[C@H](Cc1ccc(O)cc1)NC(=O)[C@H](CC(C)C)NC(=O)[C@H](CC(C)C)NC(=O)[C@@H]1CCCN1C(=O)[C@@H](NC(=O)[C@H](CO)NC(=O)[C@H](CO)NC(=O)[C@H](CO)NC(=O)[C@H](CO)NC(=O)[C@@H]1CCCN1C(=O)[C@@H](NC(=O)[C@@H](N)CO)C(C)C)[C@@H](C)O)C(=O)N[C@@H](C)C(=O)N[C@@H](CC(C)C)C(=O)N1CCC[C@H]1C(=O)N[C@@H](C)C(=O)N1CCC[C@H]1C(=O)O | 4 | x | x | -5%
42 | N/C(=N\OC(=O)c1ccc(Cl)c([N+](=O)[O-])c1)c1ccccn1 | 141* | 16% | 28% | 1%
43 | Cc1ccc(C)c(N2CCN(C(=O)CCc3nc4ccccc4[nH]3)CC2)c1 | -16 | -2% | 32% | 1%
44 | C=CCc1ccccc1OCC(O)CN1CCN(C(=O)OCC)CC1 (stereo not given) | 22 | -14% | 118%[activator] | -8%[12.9 µM]
45 | Cc1cccc(Nc2nnc(SCC3CCCCO3)s2)c1 (stereo not given) | 49* | -17% | -13% | -2%
46 | CCOCC(=O)Nc1nnc(COCC)s1 | -6 | 2% | -15% | -6%
47 | CSc1nnc2c(n1)OC1(Nc3ccccc3-2)C(=O)Nc2ccccc21 (stereo not given) | 3 | 0% | -27% | -12%
48 | CC(=O)N1c2ccc(S(=O)(=O)N3CCCCC3)cc2CC1C(=O)Nc1cccc(C)c1 (stereo not given) | -7 | 0% | -11% | x

cpd | HCMV inh | AmpC inh detg | CHX counter
37 | -7 | 0% | -2
38 | -10 | u | 2
39 | 13 | 3% | -3
40 | 73 | -8% | 0
41 | x | x | -3
42 | -63* | 2% | 72*
43 | 33 | -15% | -4
44 | u | -10% | 7
45 | 7 | u | 36*
46 | -3 | -13% | -2
47 | -37 | -14% | -3
48 | -29 | -3% | -14

Going on with the list.
cpd | canonical_smiles | Shiga toxin inh | AMA1 RON2 block | AmpC inh no detg | Giardia FBPA inh
49 | CCC(C)N1CCN(C(=O)c2cc(OC)cc(OC)c2)CC1 (stereo not given) | 22 | u | -17% | u
50 | O=C(c1cc(COc2cccc3cnccc23)on1)N1CCCC(CCCO)C1 (stereo not given) | -18 | 12% | -6% | 4%
51 | N#CC1=C2N=C(N)c3ccccc3N2C2=C(C(=O)CCC2)C1c1ccccc1F (stereo not given) | -10 | -14% | -35% | -9%
52 | Cc1cc(C)n2nc(C(=O)NC(c3ccccc3)c3ccccc3)nc2n1 | -8 | 0% | 12% | 2%
53 | C/C(CC(=O)Nc1cc(C)ccn1)=N\NC(=O)C(=O)NC(C)C | -4 | 31%[activator] | -3% | -18%
54 | Cn1cc(CNCc2cn(C)nc2-c2ccc(C3CCCCC3)cc2)cn1 | 18 | -10% | 143%[activator] | 0%

cpd | HCMV inh | AmpC inh detg | CHX counter
49 | 13 | -8% | -2
50 | -86* | 2% | -2
51 | 16 | 1% | 0
52 | -74* | -3% | -1
53 | -24 | 2% | 6
54 | -2 | 9% | -3

Down the list, as entered above:
AmpC inh no detg for entries 49–54, in order: -17%, -6%, -35%, 12%, -3%, 143%[activator]
HCMV inh for entries 49–54, in order: 13, -86*, 16, -74*, -24, -2
